# Screening results deposited in PubChem BioAssay by several laboratories.
# TCR CD3 inh: inhibitors of human TCR-CD3 interaction, primary screen, biochemical, fluorescence, TAMRA-labeled TCR probe. T-cell receptor (TCR). inhibition, % at 9.4 µM. actives 0.37% (n = 360,000). AID 651800, 2012; in the data active = inhibition above about 19%;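 note: recombinant mutant TCR 2C K166C tagged with TAMRA read by polarization; 0% = receptor in buffer alone and 100% = receptor with positive control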
# PG9 Ab binder: binders of HIV-1 gp120 antibody PG9, primary screen, biochemical, TR-FRET; HIV-1 gp120 / PG9 antibody interaction; TR-FRET gp120-PG9 antibody binding; inhibition, % at 6.7 µM; actives 0.43% (n = 360,000); in the data active = inhibition above about 8.5%
# MBD2 inh: inhibitors of MBD2 binding to methylated DNA, primary screen, biochemical, TR-FRET, DNA-binding domain, human; Methyl-CpG-binding domain protein 2 (Homo sapiens), Q9UBB5; MBD2 binding to methylated oligonucleotide; inhibition, % at 4.4 µM; actives 0.31% (n = 370,000); in the data active = inhibition above about 13%
# PRMT1 inh: PRMT1 methyltransferase inhibitors, primary screen, biochemical, fluorescence polarization; Protein arginine N-methyltransferase 1 (Homo sapiens), Q99873; recombinant PRMT1, activity-based probe fluorescence polarization; inhibition, % at 2.79 µM; actives 1.3% (n = 370,000); AID 652257, 2013;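 active = inhibition above about 21% made by adding two undisclosed values, limit read from the data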
# Target sequence (Q99873 whole entry, looked up): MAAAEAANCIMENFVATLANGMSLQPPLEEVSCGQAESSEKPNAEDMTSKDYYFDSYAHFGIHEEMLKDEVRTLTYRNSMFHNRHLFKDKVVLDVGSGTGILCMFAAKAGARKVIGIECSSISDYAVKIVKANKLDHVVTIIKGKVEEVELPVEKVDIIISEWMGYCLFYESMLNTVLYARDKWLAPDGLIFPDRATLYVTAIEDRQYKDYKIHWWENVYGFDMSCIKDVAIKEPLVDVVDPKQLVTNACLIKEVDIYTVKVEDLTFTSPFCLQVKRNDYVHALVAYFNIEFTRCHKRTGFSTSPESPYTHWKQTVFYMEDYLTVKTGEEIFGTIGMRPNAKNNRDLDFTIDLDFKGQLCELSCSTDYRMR
# HTRA1 inh: HTRA1 serine protease inhibitors, primary screen, biochemical, fluorescence polarization, HTS. inhibition, % at 5.96 µM. AID 504803, 2011. recombinant HTRA1, FP-rhodamine activity-based probe. actives 0.5% (n = 340,000); in the data active = inhibition above about 36%;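 note: 0% = enzyme with DMSO and 100% = wells lacking enzyme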
# NR1D1 modulator: modulators of Rev-erb alpha DNA binding, primary screen, biochemical, FITC-DNA, fluorescence polarization, uHTS; Nuclear receptor subfamily 1 group D member 1 (Homo sapiens), P20393; AID 1259318, 2017; actives 0.79% (n = 370,000); activity, % at 10 µM; Rev-erbα–FITC-DNA binding, 90 min;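 active = activity above about 14%, limit read from the data; passing the limit was not always enough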;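 note: 0% = DMSO wells with 35 nM protein and 100% = DMSO wells with 750 nM protein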
# Target sequence (P20393 whole entry, looked up): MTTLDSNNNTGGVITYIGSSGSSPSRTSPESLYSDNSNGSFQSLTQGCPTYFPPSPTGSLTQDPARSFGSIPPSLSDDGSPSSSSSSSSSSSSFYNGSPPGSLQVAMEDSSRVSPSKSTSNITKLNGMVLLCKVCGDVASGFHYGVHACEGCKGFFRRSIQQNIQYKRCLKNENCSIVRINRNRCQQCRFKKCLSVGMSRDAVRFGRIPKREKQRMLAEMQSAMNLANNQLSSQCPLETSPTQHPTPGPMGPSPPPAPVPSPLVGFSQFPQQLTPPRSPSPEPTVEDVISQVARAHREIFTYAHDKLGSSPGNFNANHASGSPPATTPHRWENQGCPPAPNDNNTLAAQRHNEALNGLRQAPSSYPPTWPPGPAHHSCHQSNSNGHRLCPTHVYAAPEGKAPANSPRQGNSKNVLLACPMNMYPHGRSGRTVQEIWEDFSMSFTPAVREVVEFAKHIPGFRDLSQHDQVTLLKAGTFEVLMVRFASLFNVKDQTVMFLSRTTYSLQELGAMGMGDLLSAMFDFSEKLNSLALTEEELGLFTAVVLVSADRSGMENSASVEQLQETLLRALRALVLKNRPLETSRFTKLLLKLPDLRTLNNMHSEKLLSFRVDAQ
# UHRF1 binding: UHRF1 methylated DNA binding inhibitors, primary screen, counter-screen for MBD2 inhibitor project, biochemical, TR-FRET, human UHRF1, single concentration; E3 ubiquitin-protein ligase UHRF1 (Homo sapiens), Q96T88; UHRF1 binding to methylated oligo; inhibition, % at 4.4 µM; actives 0.75% (n = 370,000); in the data active = inhibition above about 21%;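 note: UHRF1 SRA domain binding a hemimethylated CpG hairpin DNA probe; 0% = median of test compound wells and 100% = reference inhibitor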
# mABHD4 FP: ABHD4 inhibitors, primary screen, biochemical, fluorescence polarization, mouse; (Lyso)-N-acylphosphatidylethanolamine lipase (Mus musculus), Q8VD66; purified mABHD4, FP-Rh probe fluorescence polarization; inhibition, % at 8.92 µM; actives 0.54% (n = 370,000); AID 720543, 2013;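 active = inhibition exceeding the mean over every tested compound plus 3 SD, cut at about 30% in these data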;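 note: 0% = plate median of compound wells and 100% = S159A mutant with DMSO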
#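 Test system: mABHD4 protein | Buffer or medium: HEPES pH 7.0 buffer, 150 mM NaCl, 0.01% Pluronic F-127 | Probe or stimulus: FP-Rh fluorescent activity-based probe, added after compound pre-incubation | Timing: Pre-incubation 45 min, probe exposure 60 min, at 25 °C | Technique: Fluorescence polarization, excitation 525 nm, emission 598 nm, BODIPY TMR filters | Repeats: Single well per compound (singlicate)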
# rCAG binder: binders of r(CAG) RNA repeats, primary screen, biochemical, fluorescence. r(CAG) RNA repeat, TO-PRO-1 dye displacement fluorescence. inhibition, % at 3 µM. actives 1.3% (n = 370,000). AID 651821, 2012;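 active = inhibition above the plate cutoff, the mean of all test compounds on that plate plus 3 SD, cut at about 35% in these data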;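 note: 0% = DMSO alone and 100% = 100 µM mitoxantrone as full dye displacement; higher means more dye released from RNA so lower well fluorescence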
# LEDGF integ inh: blockers of LEDGF/p75-dependent integrase strand transfer – biochemical, TR-FRET, high throughput, primary screen; HIV-1 integrase (with human LEDGF/p75); inhibition, % at 3.7 µM; AID 743269, 2014; TR-FRET IN-LEDGF/p75 DNA integration, Eu/Cy5; actives 0.64% (n = 370,000);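 active = inhibition above the screen-wide mean plus 3 SD, cut at about 13% in these data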;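 note: signal is the Cy5 over europium emission ratio at 671 and 618 nm; 0% = plate median of compound wells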
# The depositor's hits bear a star; / = not tested or not shown. The list is partial, so the mix of outcomes need not match the whole.
SMILES,TCR CD3 inh,PG9 Ab binder,MBD2 inh,PRMT1 inh,HTRA1 inh,NR1D1 modulator,UHRF1 binding,mABHD4 FP,rCAG binder,LEDGF integ inh
COC(=O)[C@@]12C[C@@H](CC(=O)NCC3CCCCC3)C(=O)N(Cc3ccc4c(c3)OCO4)C1=CCC(C)(C)C2,6,-0.8,-6,-2,/,0,-2,-1,3,4
COC(=O)c1cnn(C(=O)c2cc(OC)ccc2Br)c1N,-3,-0.8,5,-4,-1,-2,0,-6,-3,-1
COc1ccc(-c2c3c(=O)n(C)c(=O)n(C)c3cn2Cc2ccccn2)cc1,5,0.4,-2,-1,-6,-2,-2,1,1,2
CN(CC(=O)Nc1ccc(F)c(F)c1F)C(=O)CCN1C(=O)C2CC=CCC2C1=O (stereo unspecified),1,1.2,4,2,-3,-4,1,4,0,-2
CCC(=O)N1CCCC1(C)C(=O)Nc1ccc2c(c1)CCN2C(C)=O (stereo unspecified),-3,-0.1,5,3,/,-4,0,4,1,1
COc1ccc(S(=O)(=O)NC2CC(C)(C)NC(C)(C)C2)cc1,0,-0.4,4,1,3,0,0,1,-1,-6
CCOC(=O)N1CCN(S(=O)(=O)c2ccc(C(=O)N(CCN(C)C)c3nc4ccc(Cl)cc4s3)cc2)CC1,0,0.4,-2,-2,-2,2,2,6,2,4
COC(=O)[C@]12C[C@H](CC(=O)NCc3cccc(C(F)(F)F)c3)C(=O)N(Cc3ccccc3)C1=C[C@H](C(C)C)O[C@@H]2C1CC1,4,-0.4,0,1,/,-2,6,-5,1,-3
COc1ccc(OC)c(NC(=O)CCNS(=O)(=O)c2cccc3nsnc23)c1,-5,5.3,2,1,6,5,2,2,-1,-8
CC(C)(C)NC(=O)C1C(c2ccc(C(F)(F)F)cc2)=Nc2ccccc2N1C(=O)c1cccc(C(F)(F)F)c1 (stereo unspecified),-3,-0.7,0,4,/,4,4,4,5,-3
Oc1c(C(c2cccs2)N2CCN(c3ccc(F)cc3)CC2)sc2ncnn12 (stereo unspecified),0,-1.0,-5,-3,-2,-3,-2,0,2,0
O=C(NC1CC1)c1ccc(CS(=O)c2ccc(Br)cc2)o1 (stereo unspecified),5,0.1,-5,1,3,0,-1,-16,1,-2
CS(=O)(=O)Nc1ccc(C2=NN(C(=O)c3ccco3)C(c3cccc(F)c3)C2)cc1 (stereo unspecified),4,0.0,0,-3,-4,2,-5,-24,7,2
CSc1cccc(NC(=S)N(CCN(C)C)C(C)c2ccncc2)c1 (stereo unspecified),6,-1.6,1,-3,-10,4,-1,4,1,-3
COc1ccc(N(C(C)C(=O)N2CCCC2)S(C)(=O)=O)cc1 (stereo unspecified),6,-2.5,-1,-3,2,-3,-1,-3,-2,-3
O=C1NCCOC(=O)[C@H](Cc2ccc(F)cc2)C/C=C\C[C@@H]1CC(=O)N(CCO)Cc1ccccc1,0,-3.0,1,0,7,1,-1,2,-10,-2
Cc1c(C(=O)NN)nc2ccccn12,10,-1.3,-4,1,7,0,4,0,1,1
Cc1cc(C)n(CC(=O)NNC(=O)CC(C)c2ccccc2)n1 (stereo unspecified),2,-0.7,-3,-3,-2,5,0,-5,1,2
O=C1N=C(N2CCOCC2)S/C1=C\c1ccc(OS(=O)(=O)c2ccccc2)cc1,0,-0.6,-2,2,-10,-6,2,-6,6,-2
CCCCNC(=O)NNC(=O)c1ccoc1C,0,-1.6,1,3,3,-4,0,3,1,-1
CCOC(=O)C1CCN(C(=O)c2cccc(N3C(=O)NC4CC3(C)Oc3ccc(C)cc34)c2)CC1 (stereo unspecified),-3,-2.5,0,-1,-3,-3,0,1,-9,-3
COc1ccc([C@H]2C[C@H](O)[C@@H](n3cc(COC(=O)c4ccccc4)nn3)CN2CC2CCCCC2)cc1,-1,-1.7,1,2,-79,5,2,-32,6,28*
CC1Oc2ccccc2N(CC(=O)Nc2ccc(F)cc2)C1=O (stereo unspecified),9,-0.9,1,-4,-9,3,-1,-1,-3,-2
C=C(C)Cn1c(SCCCO)nc2c1c(=O)[nH]c(=O)n2C,-6,-1.2,5,1,5,3,2,-5,1,-1

# Continued; the last four above are carried over.
SMILES,TCR CD3 inh,PG9 Ab binder,MBD2 inh,PRMT1 inh,HTRA1 inh,NR1D1 modulator,UHRF1 binding,mABHD4 FP,rCAG binder,LEDGF integ inh
CCOC(=O)C1CCN(C(=O)c2cccc(N3C(=O)NC4CC3(C)Oc3ccc(C)cc34)c2)CC1 (stereo unspecified),-3,-2.5,0,-1,-3,-3,0,1,-9,-3
COc1ccc([C@H]2C[C@H](O)[C@@H](n3cc(COC(=O)c4ccccc4)nn3)CN2CC2CCCCC2)cc1,-1,-1.7,1,2,-79,5,2,-32,6,28*
CC1Oc2ccccc2N(CC(=O)Nc2ccc(F)cc2)C1=O (stereo unspecified),9,-0.9,1,-4,-9,3,-1,-1,-3,-2
C=C(C)Cn1c(SCCCO)nc2c1c(=O)[nH]c(=O)n2C,-6,-1.2,5,1,5,3,2,-5,1,-1
C=CCn1c(SCC(=O)NC2CC2)nnc1C1CC1,5,-1.2,1,-3,-2,-2,-2,3,2,0
CCc1ccc(CNC(=O)CCCn2nc(C)n3ccnc3c2=O)cc1,2,-1.0,1,-4,1,-6,-2,2,0,3
CC(=O)N1C[C@@H](CO)[C@@H](N(C)C(=O)Nc2cccc3ccccc23)C[C@H]1c1ccccc1,7,-1.2,-1,1,/,6,0,6,3,3
CN(C)N1C(N)=C(C#N)C(c2ccccc2F)C2=C1CC(C)(C)CC2=O (stereo unspecified),2,-3.3,-8,-1,9,0,-5,-1,0,3
COCCNC(=O)c1cc2c(Br)ccc(Br)c2nc1N,-4,9.7*,2,-1,/,4,-1,-5,3,-5
CCc1ccc(NC(=O)C(CC)Sc2nc3ccsc3c(=O)n2CCC(=O)O)cc1 (stereo unspecified),4,-0.2,5,4,0,-4,-1,6,38*,0
Cc1ccc(NCCCn2cnc3c(OCc4ccccc4)ncnc32)cc1C,8,-3.6,1,-1,-4,-3,1,10,3,-1
Cc1oc(C(C)(C)C)cc1-c1cc(NC(=O)c2ccc([N+](=O)[O-])cc2)n[nH]1,-1,1.3,5,-1,0,1,0,8,1,5
COC(=O)c1sccc1NC(=O)Nc1ccc(F)cc1F,2,-1.1,3,1,-2,-1,1,-4,-3,-6
CC(C(c1cccs1)c1c(N)n(C)c(=O)n(C)c1=O)[N+](=O)[O-] (stereo unspecified),-7,-0.6,2,2,6,1,0,5,-2,-4
CCS(=O)(=O)c1nn2c(N)c(/C=C3/C=CC(=O)C(OC)=C3)c(=O)nc2s1,-4,-1.7,-5,2,-3,6,-1,3,5,4
CC(C)c1ccc(CCNC(=O)CSC(=S)N2CCCC2)cc1,0,0.3,6,32*,-7,4,4,-17,-7,1
COc1cccc(NC(=O)CN(C)C(=O)c2ccc(S(=O)(=O)Nc3ccccc3F)cc2)c1,-4,4.2,-5,-1,-1,4,-1,-4,8,-2
COc1ccc2[nH]c3c(c2c1)CCN1C(=O)C(CC(=O)NCc2ccc(OC)c(OC)c2)C[C@H](C(=O)N2CCOCC2)[C@@]31C (stereo partly specified),-3,-0.2,-2,-2,5,-10,0,-9,1,6
Cc1cc(N2CCCN(C)CC2)n2nc(C)nc2n1,/,/,3,0,/,-3,1,5,-2,-3
O=C(Cc1cccc(NC(=O)C2CCN(C(=O)C3CCCCC3)CC2)c1)Nc1cccc(C(=O)N2CCCCC2)c1,7,0.0,3,-1,-1,1,-2,5,4,0
Cc1oc2c(c1C(=O)Nc1cccc(C(=O)O)c1)CCCC2,6,-1.8,2,1,0,1,-1,-1,5,1
CC(O)C(NS(=O)(=O)c1ccc(Cl)cc1)C(=O)OCC(=O)Nc1cccnc1Cl (stereo unspecified),5,-1.7,-3,0,8,-1,-2,3,-1,0
CCOC(=O)c1cnn(-c2ncnc3sc4c(c23)CCC4)c1N,2,-2.4,2,0,-7,0,-3,-5,-1,0
O=C(Nc1ccccc1)C(Cl)C(=O)c1ccccc1 (stereo unspecified),2,0.2,-5,62*,-2,-1,1,1,-1,4
C/C(=N\NC(=O)c1ccncc1)c1cc2ccccc2oc1=O,6,-0.1,-10,0,11,4,-5,-2,1,-3
CC1CC(N(C(=O)c2ccco2)c2ccccc2)c2ccccc2N1C(=O)c1ccco1 (stereo unspecified),3,0.8,0,-1,-7,1,-3,2,-4,0
COc1ccccc1N(CC(=O)NC1CCCC1)C(=O)c1csnn1,1,1.6,2,-2,0,-3,0,-7,-7,-1
COc1ccc(N2CCN(C(c3ccc4ncccc4c3)c3nnnn3C(C)C)CC2)cc1 (stereo unspecified),-1,-2.1,4,-1,5,-6,5,-8,-5,0
O=S(=O)(Nc1ccc2c(c1)OCO2)c1ccc(Cl)cc1F,6,-2.4,-3,2,14,4,-3,4,4,-2
C[C@H]1CC[C@@]2(O[C@@H](CCO)C[C@@H](O)[C@@H]2O)O1,-2,0.3,0,0,3,-2,8,1,0,-1
O=C(C1=COCCO1)N(Cc1nnc(-c2ccc(Cl)cc2)o1)C1CC1,-3,-0.6,3,2,2,3,1,5,-5,-7
O=C(NCc1ccccn1)NC12CC3CC(CC(C3)C1)C2,8,-0.2,-2,-2,-1,0,5,-4,-3,1
Fc1ccc(CSc2ncnc3scc(-c4ccccc4)c23)cc1,-7,0.2,2,4,-22,11,5,-17,10,1
COc1ccc(CC(NC(C)=O)C(=O)NC2CCN(c3c(Cc4ccccc4)c(C)nc4ncnn34)CC2)c(OC)c1 (stereo unspecified),1,3.6,3,6,-6,3,-1,-4,-4,-3
COc1cccc(-c2cc(C(=O)Nc3cccnc3Cl)no2)c1,2,0.3,0,-2,4,11,-1,0,1,4
O=C(Nc1nc2ccccc2n1Cc1ccccc1)c1ccc(COc2ccccc2[N+](=O)[O-])o1,4,0.0,2,1,2,-7,-4,-1,-1,0
CN(c1ccccc1)c1nc(N)c([N+](=O)[O-])c(N2CCCCCC2)n1,4,-0.3,1,-3,-7,-1,0,-5,-6,-3
CN1C(=O)N(C)c2ccc(C=O)c3cccc1c23,4,-3.4,-7,5,-5,8,-15,7,0,-3
Cc1ccccc1/C=N/NC(=O)Cn1nnc(N)n1,-3,0.1,7,1,3,0,1,6,-2,2
Cc1ccc(C(=O)c2ccc([N+](=O)[O-])cc2)cc1,0,-1.5,-1,0,4,-3,-1,1,-3,0
Cc1nn(-c2ccccc2)c(N)c1Sc1ccc([N+](=O)[O-])cc1,5,-1.0,2,10,-4,-7,2,3,-2,1
